Source: PubChem (several laboratories)
VLA-4 inh: inhibition in a human VLA-4 binding assay; 0.2% of 330,000 active; inhibition, % (about 7 µM as worked out from the volumes in the protocol); VLA-4 expressing cells, ligand binding flow cytometry; in the data active means inhibition above about 50%
MCL1-BIM inh: MCL1-BIM-BH3 interaction inhibition (human) | Q07820 | GST-MCL1 / FITC-Bim-BH3 fluorescence polarization | inhibition, % at 10.9 µM | 0.68% of 320,000 active;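 active means inhibition above the mean inhibition of all tested compounds plus 3 SD, set per campaign, cut at about 40% in these data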;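 further: 0% = DMSO wells and 100% = unlabeled Bim-BH3 peptide control; higher means more loss of mP so more displacement of Bim peptide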
Target sequence (Q07820 whole entry, looked up): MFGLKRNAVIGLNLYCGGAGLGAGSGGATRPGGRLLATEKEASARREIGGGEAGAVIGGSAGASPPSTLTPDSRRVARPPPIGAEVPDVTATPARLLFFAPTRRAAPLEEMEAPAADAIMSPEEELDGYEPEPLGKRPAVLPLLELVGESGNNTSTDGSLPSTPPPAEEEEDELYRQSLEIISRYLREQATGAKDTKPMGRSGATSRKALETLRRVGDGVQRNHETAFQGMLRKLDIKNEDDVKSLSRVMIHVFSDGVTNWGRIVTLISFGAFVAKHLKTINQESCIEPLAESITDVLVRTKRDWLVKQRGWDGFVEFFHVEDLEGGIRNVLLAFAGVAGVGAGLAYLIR
MEX-5 binding: C. elegans MEX-5 TCR-2 RNA binding activity. Q9XUB2. MEX-5/FITC-TCR2 RNA binding, fluorescence polarization; active compounds read low. 0.38% of 300,000 active. activity score (negative = inhibition of binding), % at 10 µM;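 active means inhibition past about -25% in most replicates, and total fluorescence under double the plate's negative control median, limit read from the data; inconclusive means replicates evenly split on the limit, or fluorescence at least double controls; inactive means too little inhibition in most replicates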;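 further: 0% = DMSO and -100% = 5 µM competing unlabeled TCR2 RNA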
Target sequence (Q9XUB2 whole entry, looked up): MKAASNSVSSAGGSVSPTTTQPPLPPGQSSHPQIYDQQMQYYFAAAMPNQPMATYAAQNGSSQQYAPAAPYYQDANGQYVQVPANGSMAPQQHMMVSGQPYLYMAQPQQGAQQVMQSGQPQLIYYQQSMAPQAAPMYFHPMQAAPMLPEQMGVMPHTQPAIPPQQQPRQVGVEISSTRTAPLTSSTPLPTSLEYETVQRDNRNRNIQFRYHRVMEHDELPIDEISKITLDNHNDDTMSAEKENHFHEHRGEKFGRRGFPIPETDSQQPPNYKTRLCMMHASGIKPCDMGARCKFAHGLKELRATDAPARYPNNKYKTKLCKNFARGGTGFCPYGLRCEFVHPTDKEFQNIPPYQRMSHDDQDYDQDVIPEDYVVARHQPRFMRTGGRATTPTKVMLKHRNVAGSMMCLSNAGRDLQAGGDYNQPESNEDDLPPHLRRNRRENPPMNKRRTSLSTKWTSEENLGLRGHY
GRK2 aptamer HTS: human GRK2 inhibition via aptamer displacement; P25098; bead flow cytometry, FAM-aptamer displacement from GRK2; inhibition of aptamer binding, % at 10 µM; 0.59% of 330,000 active;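 active means inhibition of aptamer binding above 40%, roughly 3 SD of noise, on plates passing a quality check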;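 further: median bead fluorescence of bound FAM aptamer so fluorescent compounds give negative values; no value below 0 was filed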
Yeast superoxide: caloric restriction mimetics inhibiting age-related superoxide in yeast. S. cerevisiae aged cells, superoxide DHE fluorescence; active compounds read low. superoxide response (% of plate mean), % at 10 µM. 0.18% of 330,000 active. AID 2690;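 active means superoxide response under a set limit, about three screen SD below normal, cut at about 65% in these data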;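 further: yeast aged for seven days with compound at 30 °C before DHE staining; 100% = average MFI of all compound-treated wells on the plate with controls excluded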
Bcl-xL primary: blocks human Bcl-xL binding to Bim BH3 peptide; Q07817; GST-Bcl-xL / FITC-Bim BH3 peptide fluorescence polarization; inhibition, % at 10.9 µM; 0.7% of 320,000 active;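 active means inhibition above the mean of all tested compounds plus 3 SD, cutoff set per campaign, cut at about 30% in these data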;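 further: 0% = DMSO wells and 100% = unlabeled Bim-BH3 peptide competitor; inhibitors lower millipolarization by displacing the labeled peptide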
Target sequence (Q07817 whole entry, looked up): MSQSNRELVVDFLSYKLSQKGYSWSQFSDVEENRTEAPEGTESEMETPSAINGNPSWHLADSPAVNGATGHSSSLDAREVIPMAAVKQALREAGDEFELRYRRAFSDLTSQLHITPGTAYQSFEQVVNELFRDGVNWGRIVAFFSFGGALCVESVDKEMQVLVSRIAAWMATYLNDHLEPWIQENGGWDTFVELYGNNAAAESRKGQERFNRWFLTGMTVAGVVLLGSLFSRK
GLD-1 RNA inh: GLD-1-TGE RNA interaction inhibition (C. elegans); Q17339; purified GLD-1 + fluorescein TGE RNA, fluorescence polarization; inhibition, % at 5.96 µM; 0.44% of 320,000 active;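 active means percent inhibition above a per-plate cutoff, the plate mean of test compounds plus 3 SD, cut at about 30% in these data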;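 further: 0% = DMSO wells with GLD-1 and probe and 100% = wells lacking GLD-1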
CIT2-GFP yeast: modulators of TOR pathway CIT2-GFP in S. cerevisiae. 0.065% of 320,000 active. S. cerevisiae CIT2-GFP strain, flow cytometry, 3 h; 100 means same as DMSO wells. GFP response vs DMSO, % at 10 µM;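 active means GFP response relative to DMSO above a set limit, near the screen mean plus 3 SD, cut at about 150% in these data; inconclusive means Fewer than 70 cells measured for a yeast strain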;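 further: ratio of well median GFP fluorescence to mean of DMSO wells on the plate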
AGP1-GFP MLPCN: yeast TOR pathway AGP1-GFP modulation. S. cerevisiae AGP1-GFP multiplex flow cytometry, 3 h; GFP as percent of DMSO wells. GFP response vs DMSO, % at 10 µM. 0.02% of 320,000 active. AID 2066;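 active means GFP response relative to DMSO above a set limit, near screen average plus 3 SD, cut at about 150% in these data; inconclusive means fewer than 70 cells counted for the yeast strain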;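 further: median GFP channel fluorescence of the gated AGP1 strain per well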
Active calls of the source: *; ? = inconclusive; nt = no result given; [ ] = another dose, or the depositor's remark.

Screens in order: Yeast superoxide	MCL1-BIM inh	MEX-5 binding	AGP1-GFP MLPCN	GRK2 aptamer HTS	CIT2-GFP yeast	GLD-1 RNA inh	VLA-4 inh	Bcl-xL primary
Cc1oc(C)c2c(=O)ccc3c(c12)OC(N)=C(C#N)C3c1ccccc1Cl (centres undefined)
    121	17	-8.3	97	0	122	17	-20	29
O=c1c2c3c(sc2nc2sc(CN4CCCCC4)cn12)CCCC3
    98	-3	0.4	83	1	87	-6	12	2
COc1ccc(CN2CCc3ccc(NC(=O)CCc4ccccc4OC)cc3C2)c(O)c1
    85	-4	-2.0	105	0	105	0	1	6
COc1ccc(NC(=O)C2CCN(S(=O)(=O)c3cccs3)CC2)cc1OC
    102	-18	nt	100	0	93	0	14	-12
COc1ccccc1-n1c(SCC(N)=O)nnc1-c1ccc(S(=O)(=O)N2CCCCC2)cc1
    105	-1	1.5	107	1	105	2	16	-1
CCn1cc(C(=O)NCCCN2CC(C)CC(C)C2)c(=O)c2cc(S(=O)(=O)N(C)C)ccc21 (centres undefined)
    112	-1	0.4	104	0	105	3	-21	3
CC(=O)N1N=C(c2cccc(O)c2)CC1c1cccs1 (centres undefined)
    100	nt	0.3	103	1	99	nt	7	nt
CCOC(=O)Cc1cc(=O)[nH]c(/N=C(/NC(=O)c2ccccc2)Nc2ccccc2C(F)(F)F)n1
    113	3	nt	103	0	nt	5	2	6
O=C(NCC1CCCO1)c1ccccc1NS(=O)(=O)c1cccs1 (centres undefined)
    105	5	0.8	92	0	93	7	4	1
O=C(CCCc1cccs1)NCCc1c[nH]c2ccccc12
    87	-3	-1.5	90	1	92	0	27	2
O=[N+]([O-])c1ccc(N/N=C/c2cccc(O)c2O)c(S(=O)(=O)N2CCOCC2)c1
    104	14	-1.5	101	0	105	-1	9	2
CCCCCSc1nnc(-c2ccccc2N)c(=O)[nH]1
    134	-7	0.8	103	1	101	1	26	-3
CCOc1ccc(NC(=O)CCN2CCN(c3ccccc3OC)CC2)cc1
    113	3	2.7	100	2	103	8	-3	0
O=c1c2c(nc3n1CCCCC3)sc1c(O)cccc12
    105	8	nt	105	0	106	9	-1	9
C=CCn1cccc(C(=O)Nc2ccc(SC)cc2)c1=O
    110	-3	2.7	92	0	98	2	1	0
N#Cc1cc(Oc2ccc3ccccc3c2)c(-n2nnc3ccccc32)cc1C#N
    98	0	0.7	92	0	102	-5	10	1
O=c1c(-c2ccc(Br)cc2)[n+]([O-])c2ccccc2n1OCc1ccccn1
    92	3	-1.6	97	0	99	-5	-11	9
CCN(CC)CCCN1C=C2C(=O)C(C)(OC(=O)CCC(=O)OC)C(=O)C(Br)=C2C=C1c1ccc(OC)cc1 (centres undefined)
    102	30	-11	85	9	87	14	15	31*
C/C(CC(C)C)=N\Oc1nc(C)cc(C)n1
    96	2	0.0	98	1	87	-4	4	1
COc1cc(NC(=S)NCCc2ccccc2)c(OC)cc1NC(=O)CC(C)C
    115	11	1.0	96	4	101	-1	7	10
O=C(c1cc(-c2ccco2)on1)N1CCc2ccccc2C1
    92	2	-0.6	nt	1	98	-1	4	2
C=C(C)[C@H]1CC=C(C)C(=O)C1
    99	4	nt	95	0	95	-1	5	6
Cc1nnc(SCC(=O)N2CCCC2)n(N)c1=O
    88	-9	-3.6	94	1	89	2	-2	1
CNc1nc(N(C)C)nc(N(C)C)n1
    106	2	0.9	99	0	95	1	59*	4
O=C(O)c1ncn(Cc2ccccc2)c1C(=O)O
    110	9	-2.7	106	1	93	-1	15	1
O=S(=O)(NCCOc1ccccc1F)c1cccc(Br)c1
    110	-1	nt	101	0	88	4	5	-3
CCc1ccc(CN2CCN(S(=O)(=O)Cc3ccccc3)CC2)cc1
    89	0	0.8	96	5	103	-3	0	11
NC(=O)c1cc2cc(Cl)ccc2oc1=O
    95	2	2.9	101	4	94	-2	5	-1
CCOC(=O)c1sc(-c2cccs2)nc1C
    107	4	2.2	91	1	95	-6	-3	1
Cc1ccc2cccnc2c1N
    83	-4	nt	108	2	112	10	3	1
O=C(NCc1ccncc1)c1cc(C(=O)C2CC2)c[nH]1
    105	1	0.2	87	0	92	-2	1	-2
COc1ccc(NC(=O)CSc2nnc(CCC(=O)O)c(=O)n2N)cc1
    124	4	-0.1	99	1	100	1	8	-3
O=S(=O)(c1ccc(NC(=S)NC2CCCC2)cc1)N1CCCC1
    100	13	2.6	99	1	97	8	-7	9
COc1cccc(NC(=O)CN(C)C(=O)CC2CC3CCC2C3)c1 (centres undefined)
    96	0	-0.5	103	1	89	-1	4	3
O=C(COC(=O)c1ccncc1)Nc1cc(Cl)c(Cl)cc1Cl
    146	-8	nt	101	6	93	-7	-2	-7
CCOC(=O)N1CCN(CC(O)c2ccc3cc[nH]c3c2)CC1 (centres undefined)
    87	-9	-0.1	114	2	108	3	2	2
CCCN1Cc2cccc(C(=O)Nc3ccc4c(c3)OCCO4)c2C1=O
    89	-2	-0.2	103	5	108	12	-19	-2
COC1CCCN(Cc2c(C(=O)N3CCN(C4CCCCC4)CC3)nc3ccccn23)C1 (centres undefined)
    94	70*	-13	98	1	102	35*	13	61*
C/C(=N/Nc1nc(C)cc(C)n1)c1ccc(Br)cc1
    97	2	-0.1	95	0	103	2	7	6
COc1ccc2oc(=Nc3ccccc3)c(-c3nc4ccccc4[nH]3)cc2c1
    104	-2	-0.6	95	0	92	2	-11	4
CC1CCCCC1NC(=O)CSc1nnc(CN2CCOCC2)n1C (centres undefined)
    90	-2	0.9	96	0	86	-1	-23	6
COC(=O)c1c(C(=O)OC)c2cc(C)ccn2c1Cl
    101	7	1.2	99	2	109	7	6	8
Nc1nn2cc(-c3ccc(Br)cc3)nc2c2ccccc12
    113	2	-5.1	92	0	76	6	3	1
CCOC(=O)C1CCN(C(=O)Cn2ncc3c([nH]c4ccccc43)c2=O)CC1
    87	-1	0.2	98	0	103	0	22	4
CC1(C)CC(=O)C=C(Nc2ccc(F)c(Cl)c2)C1
    62*	4	2.3	98	0	108	-6	20	-3
CCCOc1ccccc1C1CC(=O)Nc2cc3c(cc21)OCCO3 (centres undefined)
    112	-10	-0.5	107	0	90	-4	30	-4
COc1ccc2cc(S(=O)(=O)N3CCCCC3)ccc2c1S(=O)(=O)N1CCCCC1
    96	8	-3.6	92	0	95	-5	-2	1
CCCCC1=CC2=CC(=O)C(C)(OC(=O)CC)C(=O)C2=CN1Cc1ccccc1 (centres undefined)
    100	3	-4.7	70	3	62	12	-54	7
Cc1nn(CC(=O)N(C)C)c(C)c1S(=O)(=O)N1CCOCC1
    88	2	nt	95	1	95	1	20	3
CC(C)(C)CN1C(N)=NC[C@@H]1Cc1ccc(O)cc1
    111	1	3.8	90	0	95	3	32	0
CC(C)C(C)(C#N)NC(=O)CSc1nc2scc(-c3ccccc3)c2c(=O)[nH]1 (centres undefined)
    113	-4	0.7	100	2	101	6	5	5
CN(C)S(=O)(=O)c1ccc(NC(=S)NC(=O)Cc2ccccc2)cc1
    99	5	0.2	95	2	89	-4	7	4
O=C(N/C(=C/c1ccc([N+](=O)[O-])cc1)C(=O)N1CCOCC1)c1ccco1
    118	3	1.7	100	0	100	4	-6	0
CCOC(=O)c1n[nH]c(=O)c2ccccc12
    94	-3	-0.9	102	0	98	-2	0	7
COc1ccc(CCNC(=O)CCS(=O)(=O)c2ccc3c(c2)NC(=O)CS3)cc1OC
    97	-1	-4.0	102	1	103	2	-9	1
COC(=O)N/N=C/c1cn(CCOc2ccccc2)c2ccccc12
    104	2	-0.8	95	2	91	5	-5	2
CCOC(=O)/C=C/c1ccccc1S(=O)(=O)NC(C)(C)C
    107	9	1.1	92	2	102	1	-9	1
O=C(CSc1nnc(CNC(=O)c2cccc(C(F)(F)F)c2)o1)NC1CCCC1
    103	7	-3.3	98	3	92	2	-10	12
COCCOC(=O)C1=C(C)N=C2SCCC(=O)N2C1/C=C/c1ccccc1 (centres undefined)
    84	0	-1.1	100	0	95	-1	7	1
Cc1cc2nc(C)c3c(n2n1)CCC3
    118	-4	-0.4	93	2	93	1	9	-2

(more compounds)
Screens in order: Yeast superoxide	MCL1-BIM inh	MEX-5 binding	AGP1-GFP MLPCN	GRK2 aptamer HTS	CIT2-GFP yeast	GLD-1 RNA inh	VLA-4 inh	Bcl-xL primary
O=C(c1ccc(F)cc1)N1CCC(N2CCCCCC2)CC1
    120	3	0.2	104	0	nt	1	2	7
CN(C(=O)c1coc(=O)c2ccccc12)c1ccc(Br)cc1
    90	0	0.4	97	1	109	0	16	0
CC(=O)c1c(N)c(C#N)c(C)n1-c1ccc(Br)cc1
    88	2	-0.5	99	1	101	-7	-7	-1
CC1CCCCN1C(=O)C12CCC(C)(C(=O)C1)C2(C)C (centres undefined)
    98	1	-0.2	98	4	98	6	13	7
O=c1oc2ccccc2cc1-c1cn2cccnc2n1
    88	6	-0.9	80	0	75	4	-4	7
O=C(N/N=C/c1ccc(N2CCOCC2)cc1)c1ccccc1NS(=O)(=O)c1cccs1
    86	2	2.7	101	0	100	-12	-1	2
O=C(COC(=O)c1cccc(F)c1)NC(=O)NC1CCCC1
    90	-7	nt	96	0	101	4	13	-2
O=C(N/N=C/c1ccc(Br)s1)c1ccc([N+](=O)[O-])cc1
    93	2	-2.0	94	78*	93	3	0	-3
COC(=O)c1sccc1OC(C)C(C)=O (centres undefined)
    89	7	1.4	96	3	100	8	28	4
Cn1cccc1CNC1CCCCC1
    92	9	1.6	99	2	99	1	0	11
CCN(CC)CCCNC(=O)c1cc(-c2ccc(Cl)cc2)on1
    96	2	1.1	101	0	98	0	1	3
CC(=O)Nc1ccc(-c2cn3cccnc3n2)cc1
    87	2	-2.4	26[may fluoresce violet]	1	?	-2	-3	1
CCOC(=O)N1CCN(S(=O)(=O)c2cccc3nonc23)CC1
    108	15	-1.2	98	3	97	2	25	11
O=C(CSc1nc2ncc(Br)cc2[nH]1)c1ccc([N+](=O)[O-])cc1
    95	-5	-2.3	100	0	95	2	14	-2
NC(=O)Cn1nc(C(F)(F)F)c2c1CCCC2
    104	5	0.4	105	3	105	-4	5	7
COc1ccc(CCn2nnnc2C(c2ccc(Cl)cc2)N2CCN(C)CC2)cc1OC (centres undefined)
    112	0	-2.4	104	0	94	-2	7	5
CC(C)C(O)P(=O)(OCc1ccccc1)c1ccc(N(C)C)cc1 (centres undefined)
    107	-2	-1.5	100	0	101	1	13	2
O=C(O)CN1C(c2ccccc2)=Nc2ccc(Br)cc2C1c1ccccc1 (centres undefined)
    119	0	-0.8	88	0	83	-8	-4	5
CC(=O)NCCc1nc2cc(NC(=O)c3ccc([N+](=O)[O-])cc3)ccc2n1C
    113	nt	-2.8	103	0	105	nt	-14	nt
Cc1nc(-c2cccc(NC(=O)c3ccc(Br)o3)c2)cs1
    76	nt	nt	70	1	88	nt	-3	nt
CCc1[nH]c(C)c(C(C)=O)c1C
    84	5	1.7	103	0	97	-1	4	5
